Source: PubChem (several laboratories)
IDE act = boosts human insulin-degrading enzyme activity in HEK cells; activation, % at 5.96 µM; 0.073% of 340,000 active; FAbeta-B cleavage, fluorescence polarization; 0% vehicle, 100% cell-free pure enzyme wells; AID 493087; P14735;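 active = activation above the mean of all tested compounds plus 3 SD, set per screening campaign, cut at about 17% in these data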
UBC9 SUMO inh = inhibitors of human SUMOylation (UBC9); P63279; HTRF SUMOylation assay, SAE1/SAE2 + UBC9, in vitro; inhibition, % at 35 µM; 0.36% of 290,000 active; AID 2006; in the data active = inhibition above about 50%, passing the limit was not always enough; note: strong numbers were not always called active
CRFBP-R2 block = antagonists of CRF-binding protein/CRF-R2 receptor complex; inhibition, % at 11.8 µM; HEK293 CRF-R2/CRF-BP, CRF-induced calcium fluorescence; 0.59% of 350,000 active;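 active = inhibition of the ligand-induced calcium signal above about 50% at the single tested concentration, limit read from the data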
HCV NS3 hel inh = blocks Hepatitis C virus NS3 helicase unwinding | NS3 helicase DNA unwinding, Cy5 molecular beacon fluorescence | inhibition, % at 10.9 µM | 0.56% of 290,000 active | AID 1800;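 active = inhibition above the mean of all tested compounds plus 3 SD, set per campaign, cut at about 35% in these data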;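 note: 0% = DMSO wells and 100% = thioflavine S control wells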
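Test system: hepatitis C virus NS3 helicase domain fragment enzyme. Also added: annealed dual-labelled DNA beacon duplex, ATP-started. Timing: 60 min unwinding reaction at 25 °C after ATP addition. Technique: Cy5 fluorescence. Measure: % inhibition of unwinding.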
IDE inh = inhibitors of human insulin-degrading enzyme in cells; P14735; HEK cells, FAbetaB cleavage, fluorescence polarization; 0.41% of 320,000 active; inhibition, % at 5.59 µM;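 active = percent inhibition above the average of all tested compounds plus 3 SD, set per screening campaign, cut at about 16% in these data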;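 note: IDE supplied by intact live HEK cells; FP after avidin binding of uncleaved biotin substrate so inhibition keeps polarization high; 0% = DMSO wells and 100% = 60 µM reference IDE inhibitor Ii1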
VIM-2 inhibitor = inhibitors of Pseudomonas aeruginosa VIM-2 metallo-beta-lactamase. purified VIM-2, nitrocefin hydrolysis, epi-absorbance fluorescence. inhibition, % at 5.6 µM. 0.89% of 290,000 active. AID 1527;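 active = inhibition above the mean of all tested compounds plus 3 SD, cutoff set per screening run, cut at about 7.5% in these data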;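 note: red hydrolysis product quenches plate fluorescence so inhibitors raise well fluorescence; 0% = enzyme with DMSO and 100% = DMSO without enzyme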
p-CIP stab down = p/CIP protein destabilization; Q05BA5; 0.01% of 290,000 active; F442A p/CIP-EGFP cells, EGFP fluorescence, 16 h; decrease of EGFP signal, % at 10 µM;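 active = EGFP signal decrease of at least 30% at 10 µM or well 3 SD below plate mean, unless failing retest; inactive = the rest, including hits failing retest or dose response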; note: some compounds called inactive have numbers as strong as hits; many of its hits are not listed in these tables
Target sequence (Q05BA5 1-1403): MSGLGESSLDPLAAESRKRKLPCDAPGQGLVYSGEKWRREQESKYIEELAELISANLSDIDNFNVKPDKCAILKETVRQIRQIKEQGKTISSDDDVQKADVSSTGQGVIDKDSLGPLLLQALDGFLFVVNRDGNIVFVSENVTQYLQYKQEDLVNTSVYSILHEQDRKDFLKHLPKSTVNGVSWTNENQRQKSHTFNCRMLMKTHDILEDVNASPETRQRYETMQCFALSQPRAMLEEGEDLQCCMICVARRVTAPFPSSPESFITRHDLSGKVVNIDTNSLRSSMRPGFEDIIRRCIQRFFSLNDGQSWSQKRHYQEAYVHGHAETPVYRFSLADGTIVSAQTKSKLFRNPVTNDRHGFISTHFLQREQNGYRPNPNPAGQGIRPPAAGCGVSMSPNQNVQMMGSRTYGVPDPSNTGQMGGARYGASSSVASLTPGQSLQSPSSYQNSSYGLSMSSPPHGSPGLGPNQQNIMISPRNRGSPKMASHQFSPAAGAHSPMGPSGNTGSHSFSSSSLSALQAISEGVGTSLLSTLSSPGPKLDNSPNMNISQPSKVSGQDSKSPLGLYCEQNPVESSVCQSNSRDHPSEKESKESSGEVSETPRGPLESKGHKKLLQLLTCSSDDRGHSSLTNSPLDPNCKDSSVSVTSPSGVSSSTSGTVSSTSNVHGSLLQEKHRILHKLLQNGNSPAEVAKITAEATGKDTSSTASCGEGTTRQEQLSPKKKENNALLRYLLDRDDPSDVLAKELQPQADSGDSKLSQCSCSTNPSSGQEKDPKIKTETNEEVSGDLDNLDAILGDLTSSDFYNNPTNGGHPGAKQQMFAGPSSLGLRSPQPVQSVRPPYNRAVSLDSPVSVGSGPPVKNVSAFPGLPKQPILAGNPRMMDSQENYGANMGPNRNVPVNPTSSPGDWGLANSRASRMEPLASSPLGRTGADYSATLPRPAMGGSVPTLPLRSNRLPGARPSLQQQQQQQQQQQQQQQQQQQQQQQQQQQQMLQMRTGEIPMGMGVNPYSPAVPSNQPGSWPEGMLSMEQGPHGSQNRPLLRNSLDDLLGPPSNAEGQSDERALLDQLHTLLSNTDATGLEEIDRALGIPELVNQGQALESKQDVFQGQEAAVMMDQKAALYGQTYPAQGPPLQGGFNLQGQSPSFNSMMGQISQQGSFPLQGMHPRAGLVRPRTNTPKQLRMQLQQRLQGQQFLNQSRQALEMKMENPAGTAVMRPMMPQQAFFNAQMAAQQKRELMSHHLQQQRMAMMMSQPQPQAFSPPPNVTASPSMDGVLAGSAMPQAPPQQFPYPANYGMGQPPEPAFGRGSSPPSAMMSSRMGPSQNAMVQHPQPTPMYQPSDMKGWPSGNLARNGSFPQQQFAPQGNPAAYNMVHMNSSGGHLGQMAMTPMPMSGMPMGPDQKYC
GalR3 antagonist = antagonists of human GalR3; HEK293 GalR3-CNG cAMP membrane potential fluorescence; galR3 body fused to GalR1 C-terminus; 0.44% of 360,000 active; inhibition, % at 3 µM; O60755;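 active = inhibition above the screen-wide average plus 3 SD, cut at about 13% in these data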;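 note: forskolin and galanin both at EC90 stimulate the cells; cAMP rise reported by CNG channel membrane potential dye signal; 0% = forskolin plus galanin with DMSO and 100% = forskolin alone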
IMP-1 inh = blocks Pseudomonas aeruginosa IMP-1 metallo-beta-lactamase; purified IMP-1, nitrocefin hydrolysis, epi-absorbance fluorescence; 0.45% of 290,000 active; inhibition, % at 5.6 µM;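 active = inhibition above the mean plus 3 SD of all compounds in the same screening run, cut at about 4.5% in these data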;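 note: 0% = IMP-1 with DMSO and 100% = DMSO wells lacking enzyme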
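System: purified IMP-1; amount: IMP-1 0.2 nM before substrate addition; compound: single dose, 5.6 µM; times: 25 °C, 15 min preincubation, 25 min reaction; signal: Epi-absorbance via hydrolysed-nitrocefin quenching of white-plate fluorescence, 480/530 nm, EDTA stop; benchmarks: DMSO with and without IMP-1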
Numbers without * were called inactive; nt = not tested or not shown.

1: CCCC(C)C(=O)Nc1nc(C)c(-c2csc(Nc3cc(Cl)ccc3C)n2)s1 (stereo not drawn)
2: COc1ccc(-c2cc(=O)[nH][nH]2)cc1OC
3: O=C(Nc1ccccc1OC(F)F)c1ccc(F)cc1
4: CC(=O)NNc1ncnc2ccccc12
5: CCN(CC)Cc1c(C(=O)N/N=C/c2ccco2)nnn1-c1nonc1N
6: O=C(OCc1nc2ccc(Cl)cc2n1CCO)c1ccccc1C(=O)c1ccccc1
7: Cn1cccc1Cc1nnc(SCC(=O)Nc2ccccc2F)n1-c1ccc(F)cc1
8: CC1(C)OC(=O)C(=Cc2ccc(-c3ccc(Cl)c(C(=O)O)c3)o2)C(=O)O1
9: COC(=O)c1ccc(C(=O)OC)c(NC(=O)COC(=O)CCOc2ccc(C)cc2)c1
10: COc1ccc2c(c1)O[C@@]1(CCCC[C@@H]1C)CC2=O
assay / entry,1,2,3,4,5,6,7,8,9,10
IDE act,0,4,4,6,6,6,-3,2,9,4
UBC9 SUMO inh,28,8,24,6,13,-2,7,16,nt,nt
CRFBP-R2 block,-12,-3,3,7,-8,-19,-6,-4,-3,3
HCV NS3 hel inh,-4,-2,-5,-6,2,-3,1,29,nt,nt
IDE inh,7,-2,0,5,nt,13,-4,3,0,-1
VIM-2 inhibitor,-2.4,0.6,-3.4,-3.5,-3.8,-0.7,-4.5,3.0,nt,nt
p-CIP stab down,-2,-1,-1,-1,-9,-1,-9,-6,nt,nt
GalR3 antagonist,-5,-2,-2,-2,-3,2,0,-4,-5,-6
IMP-1 inh,9.9*,-3.1,-3.9,-2.1,-2.3,-2.7,-2.3,3.3,nt,nt

Whole records as entered above. Order of values: IDE act | UBC9 SUMO inh | CRFBP-R2 block | HCV NS3 hel inh | IDE inh | VIM-2 inhibitor | p-CIP stab down | GalR3 antagonist | IMP-1 inh
CCCC(C)C(=O)Nc1nc(C)c(-c2csc(Nc3cc(Cl)ccc3C)n2)s1 (stereo not drawn) reads 0 | 28 | -12 | -4 | 7 | -2.4 | -2 | -5 | 9.9*
Cn1cccc1Cc1nnc(SCC(=O)Nc2ccccc2F)n1-c1ccc(F)cc1 reads -3 | 7 | -6 | 1 | -4 | -4.5 | -9 | 0 | -2.3
CCN(CC)Cc1c(C(=O)N/N=C/c2ccco2)nnn1-c1nonc1N reads 6 | 13 | -8 | 2 | nt | -3.8 | -9 | -3 | -2.3

Going on with the list:
11: COc1ccc(CC(=O)N2CCC3(CC2)NCCc2[nH]cnc23)cc1
12: Cn1cc(/C=C/C(=O)N2CCCC(C(=O)c3ccc(C(F)(F)F)cc3)C2)cn1 (stereo not drawn)
13: CN1CCN(C(=O)/C(=C/c2cccs2)NC(=O)c2cccs2)CC1
14: C=CCn1c(C)cc(/C([O-])=C(/C(=S)Nc2ccc(OC(F)F)cc2)[n+]2ccc(N(C)C)cc2)c1C
15: COc1ccc(Cl)cc1NC(=S)NNC(=O)c1cccnc1
16: COC(=O)[C@]1(C)N[C@H](CN(C)C(=O)Nc2ccccc2)[C@@H]2C(=O)N(Cc3ccccc3)C(=O)[C@@H]21
17: COc1cc2c(cc1CN1CCN(C(=O)c3cc(OC)c(OC)c(OC)c3)CC1)OCO2
18: CCOC(=O)c1ccc(NC(=O)COc2coc(CN3CCc4ccccc43)cc2=O)cc1
19: CCN1C(=S)N[C@@H](CCc2ccccc2)[C@H](C(=O)OC)[C@H]1C
20: COCCNC(=O)C1CC(c2cccc(OC)c2)=NO1 (stereo not drawn)
assay / entry,11,12,13,14,15,16,17,18,19,20
IDE act,6,-2,4,-3,2,2,-3,5,1,3
UBC9 SUMO inh,nt,4,2,25,8,nt,2,nt,-6,-3
CRFBP-R2 block,-7,9,-2,2,6,-10,-2,-2,3,-6
HCV NS3 hel inh,3,-10,-2,-2,8,nt,3,nt,4,1
IDE inh,3,5,-1,0,1,0,8,-1,0,3
VIM-2 inhibitor,0.0,-3.4,17*,-1.7,1.0,nt,-2.5,nt,-1.7,1.6
p-CIP stab down,-7,-6,5,-19,-9,nt,-2,nt,-2,-13
GalR3 antagonist,2,0,-5,-6,-1,-4,-8,0,0,nt
IMP-1 inh,-0.4,-2.3,-3.6,-2.1,-2.2,nt,-2.5,nt,-4.5,0.8

21: Cc1ccc2oc(-c3ccccc3)nc2c1
22: CCN1CCN(CCCNC(=O)c2cc3c(s2)-c2ccccc2OC3)CC1
23: CCCOc1ccccc1C1CC(=O)Nc2cc3c(cc21)OCO3 (stereo not drawn)
24: CCOC(=O)Cn1nc(C)c(NC(=O)COc2ccc([N+](=O)[O-])c(C)c2)c1C
25: COc1ccc(CCC(=O)NCCc2ccc(OC)c(OC)c2)cc1
26: Cc1ccccc1C(=O)N1CCC(C(=O)NCc2ccc(Cl)cc2)CC1
27: CC1(C)C(=O)Nc2ccccc2N1C(=O)COc1cc(Cl)ccc1Cl
28: CC(C)OC(=O)CSc1nc2ccccc2s1
29: COc1cccc(C2=NOC(C(=O)Nc3cc(C)on3)C2)c1OC (stereo not drawn)
30: COc1cc(OC)c(C2=NOC(C(=O)NCc3ccc4c(c3)OCO4)C2)cc1Cl (stereo not drawn)
assay / entry,21,22,23,24,25,26,27,28,29,30
IDE act,-4,2,4,5,1,9,16,0,4,4
UBC9 SUMO inh,0,32,6,-7,-13,15,nt,8,6,-3
CRFBP-R2 block,-4,15,-12,12,7,-10,-10,0,-7,19
HCV NS3 hel inh,4,-15,-4,-9,9,7,nt,-11,-4,-4
IDE inh,8,-4,-3,7,-2,0,5,1,-6,-3
VIM-2 inhibitor,-1.7,1.5,0.8,0.2,0.9,0.3,nt,-1.4,0.1,-3.5
p-CIP stab down,11,1,-8,-4,-11,-16,nt,3,-10,-2
GalR3 antagonist,1,-7,-9,8,-8,-4,-10,-1,-6,-2
IMP-1 inh,-1.2,-0.6,3.2,-0.8,-5.0,-0.2,nt,-2.4,1.1,-2.2

31: Cc1cccc(-n2nc3c(c2NC(=O)c2cc4ccccc4o2)CS(=O)(=O)C3)c1
32: CCOc1cc(CN2CCN(c3cccc(C(F)(F)F)c3)CC2)ccc1O
33: Cc1ccc(N2CC(C(=O)Nc3ccc(S(=O)(=O)NCC4CCCO4)cc3)CC2=O)cc1 (stereo not drawn)
34: CC1CN(CC(=O)Nc2ccccc2Sc2ccccc2)CC(C)O1 (stereo not drawn)
35: Cc1ccc(NC(=O)c2ccc(OC(=O)COc3ccc(Cl)c(C)c3)cc2)cc1
36: COc1ccc2cc(C#N)c(N3CCN(Cc4nnnn4CCC(C)C)CC3)nc2c1
37: COc1ccc(C(=O)NCc2nnc(SCC(=O)NC3CCCCC3)n2C)cc1
38: COc1cc(NC(=O)COc2cccc(OC)c2)cc(OC)c1
39: Cc1[nH]n(-c2ccc([N+](=O)[O-])cc2)c(=O)c1C=NCCN1CCN(C(=O)c2ccccc2F)CC1
40: CN1CCN(c2nc3ccccn3c(=O)c2C=C(C#N)C#N)CC1
assay / entry,31,32,33,34,35,36,37,38,39,40
IDE act,1,7,-9,0,-4,4,2,-3,0,1
UBC9 SUMO inh,16,-35,-12,-15,-2,-22,22,-3,18,10
CRFBP-R2 block,21,5,-3,-40,10,17,3,4,8,-13
HCV NS3 hel inh,-1,-14,-2,-4,-2,-2,9,-1,7,1
IDE inh,3,4,9,5,-1,4,0,3,-3,5
VIM-2 inhibitor,-0.1,-3.0,-2.7,-0.3,-0.3,1.1,-1.4,1.7,-1.2,-2.9
p-CIP stab down,-8,-3,-22,-2,-9,11,-12,-20,-8,-8
GalR3 antagonist,-5,-5,2,0,6,2,-8,2,-4,-9
IMP-1 inh,-2.3,-3.1,-4.5,-1.9,-2.4,-2.4,-0.9,-0.6,-2.1,-3.7

41: CN(C(=O)/C=C/c1ccccc1)C1CCS(=O)(=O)C1 (stereo not drawn)
42: Cc1occc1C(=O)NCc1ccccn1
43: CCOC(=O)c1cc(C)sc1/N=C/C1C(=O)CC(C)(C)CC1=O
44: O=C(NCc1ccccn1)c1c(-c2ccccc2)sc2ccccc12
45: Cc1ccc(N(CC(=O)NC(C)(C)C)C(=O)CNC(=O)c2cccs2)cc1C
46: O=C(c1ccccc1F)N(Cc1cccs1)C1CCS(=O)(=O)C1 (stereo not drawn)
47: COc1ccccc1C1C(C#N)=C(N)N(N(C)C)C2=C1C(=O)CC(C)(C)C2 (stereo not drawn)
48: CCOC(=O)c1sc(NC(=O)C(CC)OC(=O)c2ccco2)nc1C (stereo not drawn)
49: CN(C)/N=C/c1ccc(/C=N/NC(N)=S)o1
50: O=C(CNc1ccccc1)Nc1ccc(F)cc1
51: O=C(N/C(=C/c1ccc(Cl)cc1)C(=O)N1CCOCC1)c1ccccc1
52: Cc1[nH]n(C(N)=S)c(=O)c1N=Nc1ccc(S(=O)(=O)N2CCCC2)cc1
53: O=C(c1cccs1)N1CCCC(c2nc3c(nnn3Cc3cccc(Cl)c3)c(=O)[nH]2)C1 (stereo not drawn)
assay / entry,41,42,43,44,45,46,47,48,49,50,51,52,53
IDE act,6,2,1,-2,5,1,3,0,3,4,4,5,-2
UBC9 SUMO inh,7,-1,-8,nt,15,-9,5,-1,-6,5,2,-3,-3
CRFBP-R2 block,1,-3,-67,7,-12,-1,-2,-14,-6,5,-9,18,-9
HCV NS3 hel inh,-1,7,4,nt,4,2,13,-17,3,3,5,5,0
IDE inh,4,-5,-12,1,1,3,7,-2,1,-8,-4,-2,-2
VIM-2 inhibitor,0.5,-3.8,-6.2,nt,-3.5,-3.0,-2.9,0.0,-2.5,1.4,-0.1,-3.2,0.1
p-CIP stab down,-12,2,2,nt,-13,3,2,-20,-13,-16,14,3,-17
GalR3 antagonist,1,3,-5,-2,3,-7,-6,-10,-3,-8,-1,-1,-8
IMP-1 inh,-1.2,-3.2,-3.1,nt,-3.3,1.1,-4.9,-2.3,-3.4,0.9,-0.6,-7.9,-1.9
